Compound activity as filed in PubChem.
MEP2-GFP yeast = modulators of TOR pathway MEP2-GFP in S. cerevisiae. S. cerevisiae MEP2-GFP strain, flow cytometry GFP, 3 h; 100% = DMSO control level. GFP response vs DMSO, % at 10 µM. 330,000 tested, 0.51% active;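 active means GFP response versus DMSO above a set limit, roughly screen mean plus 3 SD, cut at about 180% in these data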;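 further: median GFP fluorescence of the barcode-gated MEP2-GFP cells per well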
procasp3 activ = activates human procaspase-3; recombinant procaspase-3 D3A, Ac-DEVD-pNA absorbance 405 nm; P42574; activation, % at 8.5 µM; 330,000 tested, 0.11% active;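 active means activation above the mean of all tested compounds plus 3 SD, cut at about 21% in these data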;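 further: 0% = DMSO alone and 100% = DMSO wells spiked with extra 5 µM PC-3 D3A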
Target sequence (P42574 whole entry D9A/D28A/D175A): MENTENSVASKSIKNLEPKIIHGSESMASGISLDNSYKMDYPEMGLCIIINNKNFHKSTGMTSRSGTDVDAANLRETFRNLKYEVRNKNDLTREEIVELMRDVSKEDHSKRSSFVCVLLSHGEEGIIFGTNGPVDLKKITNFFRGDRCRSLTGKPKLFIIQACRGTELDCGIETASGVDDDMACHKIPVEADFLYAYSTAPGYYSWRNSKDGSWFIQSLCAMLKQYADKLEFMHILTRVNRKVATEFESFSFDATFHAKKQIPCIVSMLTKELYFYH
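System: Procaspase-3 D3A mutant. Medium: Zinc-free 300 mM NaCl, 50 mM HEPES, 0.01% Triton X-100. Schedule: 1 h preincubation plus 2 h reaction at 25 °C. Measured by: 405 nm absorbance of p-nitroaniline, reads at 0 and 120 min. Read-out: percent activation relative to control range.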
JMJD2C inh = inhibitors of human GASC-1 (JMJD2C) demethylase; Q9H3R0; GST-JMJD2C(1-420) H3K9me3 demethylation, DELFIA europium; inhibition, % at 2.35 µM; 330,000 tested, 0.069% active; AID 2099;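 active means more than half of a compound's replicate wells show inhibition beyond 50%, single wells judged on their own value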;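 further: signal counts dimethyl H3K9 product captured on neutravidin plate; 0% = median of DMSO wells and 100% = 0.3 times that DMSO median; strong numbers were not always called active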
Target sequence (Q9H3R0 1-420 limits assumed): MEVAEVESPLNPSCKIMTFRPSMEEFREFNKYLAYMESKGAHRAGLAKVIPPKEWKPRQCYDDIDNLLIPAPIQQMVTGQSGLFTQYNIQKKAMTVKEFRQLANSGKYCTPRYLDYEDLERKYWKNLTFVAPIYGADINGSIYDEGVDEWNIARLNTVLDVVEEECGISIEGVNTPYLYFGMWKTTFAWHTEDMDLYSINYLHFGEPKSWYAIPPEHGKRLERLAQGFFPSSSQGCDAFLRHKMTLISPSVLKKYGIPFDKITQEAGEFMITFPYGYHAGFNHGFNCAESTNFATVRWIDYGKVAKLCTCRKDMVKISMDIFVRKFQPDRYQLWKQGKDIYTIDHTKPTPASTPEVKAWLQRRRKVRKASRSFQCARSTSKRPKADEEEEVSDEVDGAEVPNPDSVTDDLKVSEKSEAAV
RPL19A-GFP yeast = yeast TOR pathway RPL19A-GFP modulation. S. cerevisiae RPL19A-GFP strain, flow cytometry, 3 h; active compounds read low. 330,000 tested, 0.3% active. percent response vs DMSO, % at 10 µM. AID 2025;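 active means percent response vs DMSO below 50%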;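 further: median channel GFP fluorescence of the barcoded RPL19A-GFP strain; ratio of sample median GFP to plate DMSO average so 100% = DMSO; lower means less RPL19A-GFP as with rapamycin TOR inhibition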
Yeast superoxide = lowers age-related superoxide in aged yeast cells | S. cerevisiae aged cells, superoxide DHE fluorescence; active compounds read low | superoxide response (% of plate mean), % at 10 µM | 330,000 tested, 0.18% active;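 active means superoxide response under a set limit, about three screen SD below normal, cut at about 65% in these data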;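 further: yeast aged for seven days with compound at 30 °C before DHE staining; 100% = average MFI of all compound-treated wells on the plate with controls excluded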
proCasp7 act = activates human procaspase-7, counter-screen for procaspase-3 activators | AID 463210 | recombinant procaspase-7, Ac-DEVD-pNA absorbance 405 nm; D23A/D198A/D206A triple mutant, cannot self-cleave; scale: DMSO 0, 5 µM enzyme 100 | 330,000 tested, 0.093% active | activation, % at 8.5 µM;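 active means percent activation above the screen-wide mean plus 3 SD, cut at about 25% in these data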
Target sequence (P55210 whole entry D23A/D198A/D206A): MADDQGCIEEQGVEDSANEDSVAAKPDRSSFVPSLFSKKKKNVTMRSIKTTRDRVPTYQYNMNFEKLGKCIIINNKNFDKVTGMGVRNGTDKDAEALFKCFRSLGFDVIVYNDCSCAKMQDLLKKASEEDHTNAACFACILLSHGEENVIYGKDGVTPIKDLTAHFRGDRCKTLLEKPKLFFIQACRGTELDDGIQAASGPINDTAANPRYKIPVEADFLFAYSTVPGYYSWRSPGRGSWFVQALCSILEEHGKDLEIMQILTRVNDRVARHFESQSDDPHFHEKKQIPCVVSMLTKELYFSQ
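System: Uncleavable procaspase-7 mutant enzyme; Amount: 2 µM procaspase-7 mutant as dispensed; Schedule: 1 h compound preincubation, 2 h substrate cleavage, 25 °C; Measured by: 405 nm absorbance of p-nitroaniline; Evaluation: percent activation from buffer-corrected 0–120 min absorbance change; Control set: low DMSO alone, high DMSO plus 5 µM PC-7.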
LAP4 TOR yeast = yeast TOR pathway LAP4-GFP modulation; S. cerevisiae LAP4-GFP multiplex, flow cytometry GFP, 3 h; median GFP as percent of DMSO wells; GFP response vs DMSO, % at 10 µM; 320,000 tested, 0.34% active; AID 2023;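 active means GFP response vs DMSO above a set limit, about the screen mean plus 3 SD, cut at about 150% in these data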
AHR act = activates the human aryl hydrocarbon receptor; P35869; AHR-responsive luciferase reporter cells, luminescence; activation, % at 5 µM; 320,000 tested, 2.5% active; AID 2796; in the data active means activation above about 47%;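 further: 0% = vehicle wells and 100% = reference agonist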
* hit, by the source's call; i = inactive; nt = no result given; & = joins results of further samples.

SMILES	MEP2-GFP yeast	procasp3 activ	JMJD2C inh	RPL19A-GFP yeast	Yeast superoxide	proCasp7 act	LAP4 TOR yeast	AHR act
COc1ccc(/C=N/NC(=O)CNC(=O)c2ccc(S(=O)(=O)N3CCOCC3)cc2)cc1OC	112	6	-2	107	102	-4	100	1
COc1ccc2oc(C(=O)OCC(=O)N3CCN(S(=O)(=O)c4ccc(C)cc4)CC3)c(C)c2c1	83	0	7	97	98	6	81	7
Cc1ccc(C(=O)CSc2nc(C)cc(SCc3nnc(-c4ccccc4)o3)n2)cc1	100	1	1&-8	97	105	6	100	1
O=C(CC(C(=O)O)P(=O)(c1ccccc1)c1ccccc1)c1ccccc1 (stereo not drawn)	100	-10	18	102	103	3	103	0
FC(F)(F)c1cc(CCN2CCNC[C@@H]2c2ccccc2)cc(C(F)(F)F)c1	95	5	1	95	91	10	101	0
CCN(CC)CCN(C(=O)c1ccc(S(=O)(=O)N(C)C2CCCCC2)cc1)c1nc2ccc(OC)cc2s1	99	-6	-11	94	101	-6	103	-1
CCN(C(=O)c1ccc(NC(=O)c2ccco2)cc1)c1ccccc1	94	nt	-7	103	101	nt	67	nt
Cc1ccc(C(=O)Nc2nccc(C)n2)cc1	101	6	3	100	91	2	98	7
O=C(COC(=O)/C=C/c1cccc(C(F)(F)F)c1)NCc1ccc(F)cc1	100	2	-2	96	110	1	93	-1
COc1ccc(NC(=O)CN(C)S(=O)(=O)c2ccc(C)cc2)c([N+](=O)[O-])c1	95	5	2	103	107	-3	78	0
CCN(CC)S(=O)(=O)c1ccc(-c2cn3cc(Cl)ccc3n2)cc1	102	7	2	99	101	3	99	-5
CC(SC1=NCCS1)C(=O)Nc1nnc(-c2ccc(Br)cc2)s1 (stereo not drawn)	104	14	1	95	83	4	101	7
NC(=O)c1ccc(N2CCN(c3ncc(C(F)(F)F)cc3Cl)CC2)cc1	107	-2	67	112	99	0	98	0
COc1ccccc1CN(C)c1nnnn1-c1ccccc1	93	10	6	92	108	8	93	-1
CCOC(=O)c1ccc(N2C(=O)c3n[nH]c(C)c3C2c2ccc(OC)c(OC)c2)cc1 (stereo not drawn)	99	6	3	100	100	0	102	-1
CC(=O)Cc1ccccc1OCC(=O)O	99	0	-7	99	102	3	92	3
Cc1ccc(S(=O)(=O)N2CCC[C@H]2C(=O)OC(C)C(=O)Nc2ncc(Cl)cc2Cl)cc1 (stereo partly drawn)	93	1	-2	90	95	0	nt	0
O=C(NN1CCOCC1)c1ccccc1F	102	4	-33	109	89	8	78	1
N#CC1=C(N)Oc2n[nH]c(-c3cccnc3)c2C1c1cc(F)ccc1F (stereo not drawn)	103	9	1	93	96	-8	94	4
O=C(COC(=O)CCSc1ccccc1)Nc1cc(F)ccc1F	111	-4	-6	98	117	-1	101	2

A run of entries taken from the entries so far, for reference:
SMILES	MEP2-GFP yeast	procasp3 activ	JMJD2C inh	RPL19A-GFP yeast	Yeast superoxide	proCasp7 act	LAP4 TOR yeast	AHR act
CCN(C(=O)c1ccc(NC(=O)c2ccco2)cc1)c1ccccc1	94	nt	-7	103	101	nt	67	nt
Cc1ccc(C(=O)Nc2nccc(C)n2)cc1	101	6	3	100	91	2	98	7
O=C(COC(=O)/C=C/c1cccc(C(F)(F)F)c1)NCc1ccc(F)cc1	100	2	-2	96	110	1	93	-1
COc1ccc(NC(=O)CN(C)S(=O)(=O)c2ccc(C)cc2)c([N+](=O)[O-])c1	95	5	2	103	107	-3	78	0
CCN(CC)S(=O)(=O)c1ccc(-c2cn3cc(Cl)ccc3n2)cc1	102	7	2	99	101	3	99	-5
CC(SC1=NCCS1)C(=O)Nc1nnc(-c2ccc(Br)cc2)s1 (stereo not drawn)	104	14	1	95	83	4	101	7
NC(=O)c1ccc(N2CCN(c3ncc(C(F)(F)F)cc3Cl)CC2)cc1	107	-2	67	112	99	0	98	0
COc1ccccc1CN(C)c1nnnn1-c1ccccc1	93	10	6	92	108	8	93	-1
CCOC(=O)c1ccc(N2C(=O)c3n[nH]c(C)c3C2c2ccc(OC)c(OC)c2)cc1 (stereo not drawn)	99	6	3	100	100	0	102	-1
CC(=O)Cc1ccccc1OCC(=O)O	99	0	-7	99	102	3	92	3
Cc1ccc(S(=O)(=O)N2CCC[C@H]2C(=O)OC(C)C(=O)Nc2ncc(Cl)cc2Cl)cc1 (stereo partly drawn)	93	1	-2	90	95	0	nt	0
O=C(NN1CCOCC1)c1ccccc1F	102	4	-33	109	89	8	78	1
N#CC1=C(N)Oc2n[nH]c(-c3cccnc3)c2C1c1cc(F)ccc1F (stereo not drawn)	103	9	1	93	96	-8	94	4
O=C(COC(=O)CCSc1ccccc1)Nc1cc(F)ccc1F	111	-4	-6	98	117	-1	101	2

Further structures.
SMILES	MEP2-GFP yeast	procasp3 activ	JMJD2C inh	RPL19A-GFP yeast	Yeast superoxide	proCasp7 act	LAP4 TOR yeast	AHR act
CCCCC(=O)Nc1ccc(C(=O)NCCc2ccccc2)cc1	99	8	23	107	100	8	98	9
O=C1C=C(NC2CCCC2)CC(c2ccccc2)C1 (stereo not drawn)	100	-8	-5	98	105	7	101	-1
COc1cc(C2/C(=C(\O)c3ccc4c(c3)CC(C)O4)C(=O)C(=O)N2CCN2CCOCC2)cc(OC)c1OC (stereo not drawn)	101	1	1	116	107	-28	97	-2
CCOc1ccccc1C(c1c(O)nc(SC)[nH]c1=O)c1c(O)nc(SC)[nH]c1=O	99	4	9	102	101	-3	96	2
O=C(NNC(=S)NC1CC2C=CC1C2)c1cccnc1 (stereo not drawn)	102	-4	2	100	102	-2	104	4
Cc1ccc2[nH]c3c(=O)n(CC(=O)NCc4ccco4)ncc3c2c1	112	-3	6	107	91	-3	107	14
CC1CCN(c2nc(-c3cccnc3)nc3scc(-c4ccccc4)c23)CC1	96	0	6	102	77	-3	96	15
CCC1CCCN1Cn1cnc2c([nH]c3ccc(C)cc32)c1=O (stereo not drawn)	107	6	11	103	99	-11	102	19
CN(C)/C=C1\N=C(c2cccnc2Oc2ccc(Cl)cc2)OC1=O	107	9	5	99	99	-1	115	0
COc1ccc(S(=O)(=O)N(Cc2nc3ccccc3c(=O)[nH]2)C2CCCC2)cc1	97	-1	18	101	97	-6	96	6
CCN(CC)c1ccc(CNc2ccc3c(c2)ncn3CC)cc1	105	-3	-3	104	102	-2	90	6
Cc1cc(C)n(S(=O)(=O)c2ccc(C)c(C)c2C)n1	99	-6	5	96	92	5	97	-1
CC1(C)NC(=O)N(CC(O)COC2CCCCC2)C1=O (stereo not drawn)	101	-3	4	103	92	7	99	1
CC(C)NC(=O)NC(=O)CN1C(=O)NC2(CCc3ccccc3C2)C1=O (stereo not drawn)	102	-4	-2	105	110	-8	96	1
COc1cc(OC)cc(-c2oc(=O)c3cc(OC)c(OC)cc3c2C#CCCO)c1	95	1	15	93	80	9	90	10
Cn1nnnc1SCCNS(=O)(=O)c1ccccc1	100	4	0	99	91	-9	112	-5
COc1cc(CNC(=O)C2CCC(=O)N(C3CCCCCC3)C2)cc(OC)c1 (stereo not drawn)	97	9	3	104	109	2	96	-3
CN(C)C(=O)c1ccc(NC(=O)c2cccnc2)cc1	101	2	-17	97	101	2	106	0
COc1ccccc1-n1c(CNc2c(C)cccc2C)nnc1SCC(=O)N1CCOCC1	99	3	4	99	81	-3	96	0
Cc1cc(-n2c(=S)sc3c(=O)n(-c4ccc(F)cc4)c(SCC(=O)O)nc32)ccc1Cl	112	-2	-7	100	90	-1	94	1

A draw from above in order of molecular weight, rising:
SMILES	MEP2-GFP yeast	procasp3 activ	JMJD2C inh	RPL19A-GFP yeast	Yeast superoxide	proCasp7 act	LAP4 TOR yeast	AHR act
Cn1nnnc1SCCNS(=O)(=O)c1ccccc1	100	4	0	99	91	-9	112	-5
CC1CCN(c2nc(-c3cccnc3)nc3scc(-c4ccccc4)c23)CC1	96	0	6	102	77	-3	96	15
COc1cc(OC)cc(-c2oc(=O)c3cc(OC)c(OC)cc3c2C#CCCO)c1	95	1	15	93	80	9	90	10

(more compounds)
SMILES	MEP2-GFP yeast	procasp3 activ	JMJD2C inh	RPL19A-GFP yeast	Yeast superoxide	proCasp7 act	LAP4 TOR yeast	AHR act
C/C=C/C(=O)Nc1cccc(C2=NOC3(C2)C[C@@H](C(N)=O)N(C(=O)/C(C)=C/C)C3)c1 (stereo partly drawn)	88	6	2	94	93	-11	122	-3
C=CCn1c(SCC(=O)c2ccc(O)c(O)c2)nnc1-c1cccnc1	104	0	9	95	105	-11	97	2
OCc1cccc[n+]1CCc1ccccc1	97	9	-7	94	106	-3	104	-2
COc1ccccc1C(=O)C1CCCN(C(=O)c2ccco2)C1 (stereo not drawn)	98	4	-3	97	101	4	98	-1
Cc1cc(C)c(OCC(=O)Nc2cccc(NC(=O)c3ccco3)c2)c(Br)c1	95	-5	5	99	i	4	119	0
CC(C)CC(=O)Nc1ccc(C(=O)COC(=O)C2CC(=O)N(Cc3ccccc3)C2)cc1 (stereo not drawn)	99	5	nt	98	93	15	103	-1
Cc1ccc(NC(=O)c2ccc(CSc3nnc(-c4ccncc4)n3C)cc2)c(C)c1	108	2	0	101	105	2	107	1
CCc1nnc(NC(=O)CSc2nnc(-c3ccc(OC)cc3)n2C)s1	96	6	4	97	96	0	99	1
N/C(=N\OC(=O)c1ccc(Cl)cc1)c1[nH]ncc1Br	102	-2	-4	104	89	11	nt	10
CN(C)c1ccc(/C=N/NC(=O)CN2CCN(c3ccc(F)cc3)CC2)cc1	94	6	-5	99	92	1	99	-2
Cc1cccc(NC(=O)C2CCN(C(=O)c3ccco3)CC2)c1C	110	-2	3	97	98	4	100	1
CC(C)(C)c1ccc(NC(=O)c2cc[n+]([O-])cc2)cc1	105	13	65	103	99	4	92	6
Cc1ccc(NCC(=O)Nc2ccc(Br)cc2)cc1F	93	-2	4	106	70	-8	104	10
CC1SCC(NC(=O)c2ccccc2Cl)CS1 (stereo not drawn)	98	0	-1	101	99	-1	113	3
O=C(Nc1cccnc1)c1cccc(F)c1	99	-3	-3	103	124	-2	100	-1
Cc1cc(NS(=O)(=O)c2cccs2)no1	103	3	-6	102	81	-1	100	-4
CC1C(=O)N2CCCc3cc(S(=O)(=O)N4CCN(c5ccc(F)cc5)CC4)cc1c32 (stereo not drawn)	121	4	-5	99	96	2	98	0
COc1ccc(-c2csc3ncnc(N4CCN(c5cccc(Cl)c5)CC4)c23)cc1	105	-1	3	103	107	-5	98	2
C#CCOCCOCCOCCNc1nc(N2CCN(C(=O)C(Cc3ccc(O)cc3)n3cc(C(N)CC(C)C)nn3)CC2)nc(N2CCN(C(=O)C(Cc3cc4ccccc4[nH]3)n3cc(C(N)Cc4ccc(O)cc4)nn3)CC2)n1 (stereo not drawn)	91	2	-18	102	93	-12	110	0
O=C(Nc1ccccc1C(F)(F)F)c1ccccn1	98	-7	4	99	86	13	97	-2
COc1ccccc1Cn1c(=S)[nH]c2cc(C(=O)N3CCN(C)CC3)ccc2c1=O	99	-1	0	99	106	2	98	2
